From PubChem
NR3A LBD binder: binders of NR3A ligand-binding domain, primary screen, biophysical, differential scanning fluorimetry, uHTS; Tm shift relative to glycine control, % at 25 µM; NR3A LBD differential scanning fluorimetry, Tm shift; 0% = protein alone, 100% = glycine-bound protein; 2.5% of 340,000 active;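 active means melting temperature shift of at least 10% of the positive control shift, at one fixed dose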
Active calls of the source: *.

A first look (2 entries):
SMILES | NR3A LBD binder
CC1=C(C)CC2(C(=O)NC(=O)NC2=O)C(C)C1 (stereo not given) | -0.2
C[N+](C)(C)CC1CCCC1=O (stereo not given) | -1.0

This part in full, repeating the preview:
SMILES | NR3A LBD binder
CC1=C(C)CC2(C(=O)NC(=O)NC2=O)C(C)C1 (stereo not given) | -0.2
C[N+](C)(C)CC1CCCC1=O (stereo not given) | -1.0
CC(=O)N1Cc2cnnn2-c2ccccc2C1C#N (stereo not given) | 1.7
ClCCN(CCCl)c1ccc(C=Cc2ccncn2)cc1 | 4.2
Cn1cccc1/C=C1\C(=O)NC(=O)N(Cc2ccco2)C1=O | 0.6
CCC1(CCO)C(=O)NC(=S)NC1=O | -1.9
CC(C)CC1(CCc2ccccc2)C(=O)NC(=O)NC1=O | 0.6
COC1C(C)OC(OC2CC(C)(O)Cc3cc4c(c(O)c32)C(=O)c2c(O)cc3c(c2C4=O)OC2OC3(C)C(O)C(N(C)C)C2O)C(OC)C1(C)OC (stereo not given) | -5.0
CC(=O)N1Cc2cnnn2-c2ccccc2C1(C)C#N (stereo not given) | 0.3
COc1ccc(C=C2C(=O)NC(=S)NC2=O)cc1 | -3.0
CCC(C)NC(=O)CCC(=O)OC1O[C@H]2OC3(C)CC[C@H]4[C@H](C)CCC(C1C)C24OO3 (stereo not given in full) | 1.2
C[C@H]1[C@@H](OS(=O)(=O)O)C[C@@H]2C[C@H]([C@@H](O)c3cc(=O)[nH]c(=O)[nH]3)NC3=NC[C@H]1N32 | -2.8
CC1CCCN1CCC(C(N)=O)(c1ccccc1)c1ccccc1 (stereo not given) | 0.2
O=C1C(=O)N(c2ccccc2)P(=O)(N(CCCl)CCCl)N1c1ccccc1 | -1.0
N#C/C(=C\c1ccc(O)cc1)C(=O)O (tested in a mixture with another compound) | -0.5
Cc1ccc2c(C)cccc2c1 | -1.4
CC1([N+](=O)[O-])COP(=O)(NC2CCCC2)OC1 (stereo not given) | 1.0
O=C(CCN1CC1)OCCOC(=O)CCN1CC1 | 0.4
C[C@]12CCC3C(CC[C@@H]4[C@H]5O[C@H]5CC[C@]34C)C1CC[C@@H]2O (stereo not given in full) | -2.0
CCOC(=O)c1c(/N=C/C2C(=O)NC(=S)NC2=O)sc2c1CCC2 | -0.4
Cc1ccc2c(c1)C1CN(C)CCC1N2C(=O)Cn1cnc2c1c(=O)n(C)c(=O)n2C (stereo not given) | -0.8
CC1CN1P(=O)(Oc1ccccc1)N1CC1C (stereo not given) | 0.4
C#C[C@]1(O)CCC2C3CC=C4C[C@H](O)CC[C@]4(C)C3CC[C@@]21C (stereo not given in full) | 0.2
O=C1NC(=O)C2(CCCC2)C(=O)N1 | -1.2
c1cc2c(cc1NC1=NCCO1)CCCC2 | -1.7
Oc1ccc(CCN2CCCCC2)cc1 | 2.2
O=C(NN=Cc1ccc(N(CCCl)CCCl)cc1Cl)c1cccnc1 | -4.4
c1ccc(CCc2ccc3n2Cc2cnnn2-c2ccccc2-3)cc1 | 0.9
CN1C2CCC1CC(OC(=O)c1cccc(O)c1)C2 (stereo not given) | 0.8
COc1ccc2c(c1)C(NC(C)=O)CCc1cc(OC)c(OC)c(OC)c1-2 (stereo not given) | -1.0
CN(C)CC(C(=O)Cc1ccccc1)c1ccccc1 (stereo not given) | -1.6
c1ccc(CCN2CCCCC2)nc1 | 0.9
CNc1cc(Cl)c2nonc2c1[N+](=O)[O-] | 1.9
S=P(NCCNP(=S)(N1CC1)N1CC1)(N1CC1)N1CC1 | 1.5
O=[N+]([O-])c1ccc(C(c2ccc([N+](=O)[O-])cc2)c2ccc([N+](=O)[O-])cc2)cc1 | -17.2
CC12Cc3cn[nH]c3C=C1CCC1C2CCC2(C)C1CCC2(C)O (stereo not given) | -5.3
c1ccc(C(c2ccccc2)c2cccnc2)cc1 | 0.8
CC[n+]1c(-c2ccccc2)c2cc(N)ccc2c2ccc(N)cc21 | -1.0
O=P(Oc1ccc(Cl)cc1)(N1CC1)N1CC1 | -0.5
O=C1NC(=S)NC(=O)C1c1ccccc1 | -1.3
CN1CCN2c3ccc(N)cc3CC3(C(=O)NC(=O)NC3=O)C2C1 (stereo not given) | -2.3
O=C1NC(=O)C(=CCc2ccccc2)C(=O)N1 | 2.4
CCOC(=O)C1(c2ccccc2)CCN(CCc2ccc(NC(=O)CCC(=O)O)cc2)CC1 | 0.5
CC(=O)C1(O)CCC2C3CCC4=C(Cl)C(=O)CCC4(C)C3CCC21C (stereo not given) | 0.2
O=c1[nH]cnc2nc(-c3ccc(N(CCCl)CCCl)cc3)[nH]c12 | -8.5
CC(=O)O[C@H]1CCC2C3CC[C@H]4[C@@H](O)[C@H](O)CC[C@]4(C)C3CC[C@@]21C (stereo not given in full) | -0.5
COc1ccc2c(c1)C(c1ccc(N(CCCl)CCCl)cc1)=NCC2 | 0.2
CN1CCCC1c1ccc(=O)[nH]c1 (stereo not given) | 1.9
CCC1([N+](=O)[O-])COP(N)(=O)OC1 (stereo not given) | -0.1
Cc1ccc(-c2nc(N3CCOCC3)s[n+]2-c2ccccc2)cc1 | 8.2
COc1ccc(CN2Cc3cnnn3-c3ccccc3C2c2ccccc2)cc1 (stereo not given) | -0.5
CN(C(=O)Cc1ccc2c(c1)OCO2)C1CCCN(Cc2ccccc2F)C1 (stereo not given) | 0.1
CCN1CCOC(c2ccccc2)C1 (stereo not given) | -0.8
CCOC(=O)CC1c2ccccc2-n2nncc2CN1C (stereo not given) | -1.7
CCC(=O)OC1CCC2C3CCC4CC(=O)C=CC4(C)C3CCC12C (stereo not given) | 0.6
O=C1NC(=O)C(Cc2ccccc2)C(=O)N1 | -0.5
O=C(N/N=C/c1c(O)n(CCc2ccccc2)c(=O)[nH]c1=O)c1ccncc1 | -3.5
O=C(O)C1C2c3ccccc3C(=O)C1(C(=O)O)c1ccccc12 (stereo not given) | 1.9
O=C1CC=C2C3CC4N(CCC45c4cc(O)c(O)cc4N1C25)CC3=CCBr (stereo not given) | -8.4
CN1C(=O)CCC2(C)C1=CCC1C2CCC2(C)C1CCC2(C)O (stereo not given) | -1.0
(listing goes on)
SMILES | NR3A LBD binder
O=P(O)(O)CN1CCNCCN(CP(=O)(O)O)CCNCC1 | -2.8
N#CC(C#N)=Cc1ccc(-c2ccccc2F)o1 | 0.2
COc1cc2c(cc1OC)C13CCN4C=C5CCOC6CC(=O)N2C1C6C5CC43 (stereo not given) | 1.4
CSc1nc(NC(C)C)nc(NC(C)C)n1 | -0.2
Cc1ccc(OP2(=O)Nc3cc(C)c(C)cc3S2)cc1 (stereo not given) | -1.6
Cc1cc(C)cc(N2C(=O)NC(=O)/C(=C\C=C\c3ccco3)C2=O)c1 | 11.7*
O=C(NCCCN1CC1)Nc1cccc2ccccc12 | 2.7
CC(C)N(C(=O)CCl)c1ccccc1 | 3.1
CCN1C(=O)/C(=C/c2ccc3c(c2)CCN3CCCCl)C(=O)NC1=S | -0.4
c1cc2c(cc1N1CCCCC1)C1CC2CCN1 (stereo not given) | 3.1
CC1CC(C)CC(C)C(O)C(C#N)=CC=CCC(C2CCCC2C(=O)O)OC(=O)CC(O)C(C)C1 (stereo not given) | -1.0
Cc1ccc(NC(=O)N2CC2)cc1NC(=O)N1CC1 | -0.2
S=P(N1CCCCCC1)(N1CC1)N1CC1 | 0.4
CCOC(=O)C1(CCc2ccccc2)CCN(C(C)CSC)CC1 (stereo not given) | 3.5
NP(=O)(Oc1ccccc1)Oc1ccccc1 | 1.4
CC12CCC(O)CC1CCC1C2CCC2(C)C(C3=CC(=O)OC3)CCC12O (stereo not given) | 0.0
N#CC1c2ccccc2-n2nncc2CN1Cc1cc(Cl)cc(Cl)c1 (stereo not given) | 2.2
C=CCN1C(=O)/C(=C/c2cc(C)n(-c3cccnc3)c2C)C(=O)NC1=S | 0.2
c1cc(OCCN2CC2)ccn1 | -2.8
COC(=O)C1C2c3ccccc3C(c3ccccc32)C1(C)C(=O)OC (stereo not given) | -4.4
CC12CCC3C(CCC4CC(=O)OCC43C)C1CCC2O (stereo not given) | 1.8
CC12CCC(=O)C=C1CCC1C2C(O)CC2(C)C(O)CCC12 (stereo not given) | -1.0
CCc1cccc(CC)c1N(COC)C(=O)CCl | -1.1
CN1CCC(N(C)c2ncnc3ccc(Br)cc23)CC1 | -2.9
CN1Cc2ccccc2-n2nncc2C1 | -5.4
Cc1ccc(S(=O)(=O)N2Cc3cnnn3-c3ccccc3C2C#N)cc1 (stereo not given) | -2.6
Cc1ccc(N2CCNCC2C)cc1 (stereo not given) | -0.2
CC12CCC(=O)C=C1CCC1C2CCC2(C)C(O)(C(=O)CO)CCC12O (stereo not given) | 1.8
O=C1NC(=S)NC(=O)C1=Cc1c(Cl)cccc1Cl | -8.7
CCOc1ccc(C=C2C(=O)NC(=S)NC2=O)cc1OCC | 0.7
CCC(=O)OC(Cc1ccccc1)(c1ccccc1)C(C)CN(C)C (stereo not given) | -1.1
Cc1ccc(N2C(=O)NC(=O)/C(=C/c3ccoc3)C2=O)cc1 | -1.1
CC(O)C1C=CC=CC(=O)OC2CC3OC4C5OC5(C)CCC4(COC(=O)C4OC4(C)C(O)CO1)C2(C)C31CO1 (stereo not given) | 0.3
O=C1NC(=O)C(=Cc2ccccc2OCCOc2ccc([N+](=O)[O-])cc2)C(=O)N1 | -2.7
CCC1CN2CCc3cc(OC)c(OC)cc3C2CC1CC1NCCc2c1[nH]c1ccc(O)cc21 (stereo not given) | -1.0
Cc1cc2c(cc1C)NP(=S)(c1ccccc1)N2 | -0.5
CC12CCC(=O)CC1CCC1C2C(=O)CC2(C)C1CCC2(C)O (stereo not given) | 2.0
CCC1CCC(C)N(N=O)C1 (stereo not given) | -2.1
CC1CC=CCC12C(=O)NC(=S)NC2=O (stereo not given) | -2.8
COc1ccc(CN2Cc3cnnn3-c3ccccc3C2C)cc1 (stereo not given) | -2.6

26 structures from above, arranged by formula weight, smallest number first.
SMILES | NR3A LBD binder
CCC1CCC(C)N(N=O)C1 (stereo not given) | -2.1
N#C/C(=C\c1ccc(O)cc1)C(=O)O (tested in a mixture with another compound) | -0.5
Cc1ccc(N2CCNCC2C)cc1 (stereo not given) | -0.2
CCN1CCOC(c2ccccc2)C1 (stereo not given) | -0.8
CN1Cc2ccccc2-n2nncc2C1 | -5.4
CCC1([N+](=O)[O-])COP(N)(=O)OC1 (stereo not given) | -0.1
c1cc2c(cc1NC1=NCCO1)CCCC2 | -1.7
O=C1NC(=S)NC(=O)C1c1ccccc1 | -1.3
CC1CC=CCC12C(=O)NC(=S)NC2=O (stereo not given) | -2.8
CNc1cc(Cl)c2nonc2c1[N+](=O)[O-] | 1.9
O=C1NC(=O)C(=CCc2ccccc2)C(=O)N1 | 2.4
c1cc2c(cc1N1CCCCC1)C1CC2CCN1 (stereo not given) | 3.1
c1ccc(C(c2ccccc2)c2cccnc2)cc1 | 0.8
CC1([N+](=O)[O-])COP(=O)(NC2CCCC2)OC1 (stereo not given) | 1.0
CC(=O)N1Cc2cnnn2-c2ccccc2C1(C)C#N (stereo not given) | 0.3
CC12CCC3C(CCC4CC(=O)OCC43C)C1CCC2O (stereo not given) | 1.8
CC12CCC(=O)CC1CCC1C2C(=O)CC2(C)C1CCC2(C)O (stereo not given) | 2.0
COc1ccc(CN2Cc3cnnn3-c3ccccc3C2C)cc1 (stereo not given) | -2.6
CC12Cc3cn[nH]c3C=C1CCC1C2CCC2(C)C1CCC2(C)O (stereo not given) | -5.3
COC(=O)C1C2c3ccccc3C(c3ccccc32)C1(C)C(=O)OC (stereo not given) | -4.4
CCOC(=O)C1(CCc2ccccc2)CCN(C(C)CSC)CC1 (stereo not given) | 3.5
Cc1ccc(S(=O)(=O)N2Cc3cnnn3-c3ccccc3C2C#N)cc1 (stereo not given) | -2.6
COc1ccc2c(c1)C(c1ccc(N(CCCl)CCCl)cc1)=NCC2 | 0.2
COc1ccc(CN2Cc3cnnn3-c3ccccc3C2c2ccccc2)cc1 (stereo not given) | -0.5
CCC(C)NC(=O)CCC(=O)OC1O[C@H]2OC3(C)CC[C@H]4[C@H](C)CCC(C1C)C24OO3 (stereo not given in full) | 1.2
CC(O)C1C=CC=CC(=O)OC2CC3OC4C5OC5(C)CCC4(COC(=O)C4OC4(C)C(O)CO1)C2(C)C31CO1 (stereo not given) | 0.3

Next section
SMILES | NR3A LBD binder
C(=NC1CCCCC1)c1c[nH]c2ccccc12 | -0.2
O=C(O)C1(Br)CC12c1ccccc1-c1ccccc12 (stereo not given) | 1.3
O=C1NC(=O)C(=Cc2cccs2)C(=O)N1 | -1.6
CNC1(c2ccc(F)cc2)CCCCC1 | 2.8
NC1(C(=O)O)CCCc2ccc(N(CCCl)CCCl)cc21 (stereo not given) | 9.8
CC1(C)NC(=S)C(C)(C)N1N=O | 0.8
S=P1(Oc2ccccc2)Nc2ccccc2N1 | 0.6
Cc1ccnc(NC(=O)CCCc2ccc(N(CCCl)CCCl)cc2)n1 | -0.2
C[N+](C)(C)CC1CCCc2ccccc2C1=O (stereo not given) | 1.0
CN(C)P(=O)(N(C)C)N1CC1 | -1.6
Cc1ccc(NP(=O)(Oc2ccccc2)Oc2ccccc2)cc1 | -2.2
C[C@]12CCC(=O)C=C1C=CC1C2CC[C@@]2(C)C1CC[C@@H]2O (stereo not given in full) | -4.0
Cc1cccc(C(O)(C(=O)O)c2ccccc2)c1 (stereo not given) | -1.0
Cc1ccc(O)c(CN2CCC3CCC(C3)C2)c1 (stereo not given) | 0.7
CCN1C(=O)NC(=O)C2(CCCC2)C1=O | 1.9
NC(Cc1ccccc1)c1nn[nH]n1 (stereo not given) | 0.5
c1ccc(C(CN2CCCCC2)c2ccccc2)cc1 | 1.8
COc1cc(C2c3cc4c(c(O)c3CC3COC(=O)C32)OCO4)cc(OC)c1OC (stereo not given) | 1.7
O=C1NC(=S)NC(=O)C1Cc1ccccc1 | 12.6*
c1cncc(CNCCN2CCNCC2)c1 | 1.1
CSc1nc(C)c(Br)c(N2CC2)n1 | -0.5
CCC(C)C1NC(=O)C2CCCN2C(=O)C(CC(C)C)OC(=O)CCNC(=O)C(C)N(C)C(=O)C(C(C)C)N(C)C1=O (stereo not given) | 2.8
Cc1ccc(/C=C2\C(=O)NC(=S)N(c3ccccc3F)C2=O)s1 | -8.0
CC1CC(C)(O)CC(C(O)CC2CC(=O)NC(=O)C2)C1=O (stereo not given) | 0.3
N#Cc1ccc(C(=O)N2Cc3cnnn3-c3ccccc3C2C#N)cc1 (stereo not given) | 0.9
COc1cccc(NP2(=O)OCC(C)([N+](=O)[O-])CO2)c1 (stereo not given) | -4.2
COc1ccc(OCC(=O)N2CCN(Cc3c[nH]c4ccccc34)CC2)cc1 | -3.3

The list is partial; the hit share may differ from the screen's.
